Assay outcomes deposited in PubChem BioAssay by several laboratories.
PG9 binder: PG9 antibody binding by small molecule; TR-FRET gp120-PG9 antibody binding; inhibition, % at 6.7 µM; 360,000 tested, 0.43% active; in the data active = inhibition above about 8.5%
PRMT1 inh: PRMT1 (human) inhibition, primary screen; AID 652257; 370,000 tested, 1.3% active; Q99873; inhibition, % at 2.79 µM; recombinant PRMT1, activity-based probe fluorescence polarization;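 active = inhibition above about 21% made by adding two undisclosed values, limit read from the data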
Target sequence (Q99873 whole entry, looked up): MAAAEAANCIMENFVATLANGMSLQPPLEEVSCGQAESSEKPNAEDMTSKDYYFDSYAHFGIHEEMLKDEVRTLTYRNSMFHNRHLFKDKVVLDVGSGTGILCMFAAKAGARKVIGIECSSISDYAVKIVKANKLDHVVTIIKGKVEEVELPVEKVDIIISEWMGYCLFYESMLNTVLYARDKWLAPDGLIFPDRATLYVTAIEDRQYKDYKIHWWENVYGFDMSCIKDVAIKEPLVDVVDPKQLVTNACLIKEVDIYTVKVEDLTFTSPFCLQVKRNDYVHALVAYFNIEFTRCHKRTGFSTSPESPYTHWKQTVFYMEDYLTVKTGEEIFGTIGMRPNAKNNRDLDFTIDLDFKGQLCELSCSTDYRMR
HTRA1 inhibitor: HTRA1 (human) protease inhibition. Q92743. recombinant HTRA1, FP-rhodamine activity-based probe, fluorescence polarization. inhibition, % at 5.96 µM. 340,000 tested, 0.5% active. AID 504803; in the data active = inhibition above about 36%;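 note: 0% = enzyme with DMSO and 100% = wells lacking enzyme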
Target sequence (Q92743 whole entry, looked up): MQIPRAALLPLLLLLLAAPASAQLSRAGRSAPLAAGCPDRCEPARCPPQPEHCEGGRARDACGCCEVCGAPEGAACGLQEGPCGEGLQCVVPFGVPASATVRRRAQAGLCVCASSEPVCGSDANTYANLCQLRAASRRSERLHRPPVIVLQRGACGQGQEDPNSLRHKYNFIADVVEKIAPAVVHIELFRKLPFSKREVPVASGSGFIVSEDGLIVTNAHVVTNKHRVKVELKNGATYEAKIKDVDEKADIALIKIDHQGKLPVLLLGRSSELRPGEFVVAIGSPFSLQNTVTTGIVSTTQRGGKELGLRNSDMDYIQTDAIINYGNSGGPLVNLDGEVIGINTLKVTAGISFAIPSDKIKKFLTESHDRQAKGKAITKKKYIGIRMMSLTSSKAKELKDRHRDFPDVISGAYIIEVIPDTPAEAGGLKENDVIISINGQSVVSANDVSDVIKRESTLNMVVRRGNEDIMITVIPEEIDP
TCR CD3 inh: blocks the human TCR-CD3 interaction; AID 651800; 360,000 tested, 0.37% active; inhibition, % at 9.4 µM; TAMRA-labeled TCR probe fluorescence, biochemical; in the data active = inhibition above about 19%;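 note: recombinant mutant TCR 2C K166C tagged with TAMRA read by polarization; 0% = receptor in buffer alone and 100% = receptor with positive control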
Rev-erbA mod: modulators of human Rev-erb alpha DNA binding; P20393; 370,000 tested, 0.79% active; activity, % at 10 µM; Rev-erbα–FITC-DNA binding, fluorescence polarization, 90 min;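 active = activity above about 14%, limit read from the data; passing the limit was not always enough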;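 note: 0% = DMSO wells with 35 nM protein and 100% = DMSO wells with 750 nM protein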
rCAG binder: binds r(CAG) RNA repeats. r(CAG) RNA repeat, TO-PRO-1 dye displacement fluorescence. inhibition, % at 3 µM. 370,000 tested, 1.3% active. AID 651821;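 active = inhibition above the plate cutoff, the mean of all test compounds on that plate plus 3 SD, cut at about 35% in these data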;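 note: 0% = DMSO alone and 100% = 100 µM mitoxantrone as full dye displacement; higher means more dye released from RNA so lower well fluorescence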
SIAE inh: blocks human sialic acid acetylesterase. Q9HAT2. SIAE FP-Rh probe binding, fluorescence polarization. 370,000 tested, 0.69% active. inhibition, % at 9.66 µM;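 active = inhibition above a cutoff: mean of compounds within the control limits plus 3 SD of those, cut at about 17% in these data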;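 note: 0% = plate median of compound wells and 100% = probe without SIAE protein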
mABHD4 FP: inhibits mouse alpha/beta hydrolase domain 4 | Q8VD66 | 370,000 tested, 0.54% active | inhibition, % at 8.92 µM | purified mABHD4, FP-Rh probe fluorescence polarization | AID 720543;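 active = inhibition exceeding the mean over every tested compound plus 3 SD, cut at about 30% in these data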;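 note: 0% = plate median of compound wells and 100% = S159A mutant with DMSO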
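Assay system: Wild-type mouse ABHD4 protein | Medium: HEPES pH 7.0 buffer, 150 mM NaCl, 0.01% Pluronic F-127 | Incubation: Enzyme–compound pre-incubation 45 min, then probe 60 min, both 25 °C | Technique: Fluorescence polarization with parallel and perpendicular emission, 525/598 nm | Evaluation: % inhibition of FP-Rh probe binding versus controls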
TDP2 inh: blocks human TDP2 phosphodiesterase activity | 370,000 tested, 0.34% active | inhibition, % at 12.8 µM | O95551 | recombinant TDP2, T5PNP hydrolysis, p-nitrophenol absorbance 415 nm;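 active = inhibition above the mean of all tested compounds plus 3 SD, set per campaign, cut at about 25% in these data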;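 note: 0% = DMSO with enzyme and 100% = buffer with substrate but no TDP2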
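System: recombinant human TDP2 / Amount: 120 nM TDP2 per well / Also added: 5 mM T5PNP chromogenic substrate / Doses: 12.8 µM single point, 1% DMSO / Incubation: 2 h at 37 °C / Detection: p-Nitrophenol epi absorbance / Evaluation: % inhibition relative to enzyme-containing and enzyme-free wells / Repeats: singlicate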
LEDGF integ inh: blocks HIV-1 LEDGF/p75-dependent DNA integration. AID 743269. inhibition, % at 3.7 µM. TR-FRET IN-LEDGF/p75 DNA integration, Eu/Cy5. 370,000 tested, 0.64% active;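 active = inhibition above the screen-wide mean plus 3 SD, cut at about 13% in these data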;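 note: signal is the Cy5 over europium emission ratio at 671 and 618 nm; 0% = plate median of compound wells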
The depositor's hits bear a star; / = not tested or not shown.

Second line of a record: PG9 binder, PRMT1 inh, HTRA1 inhibitor, TCR CD3 inh, Rev-erbA mod, rCAG binder, SIAE inh, mABHD4 FP, TDP2 inh, LEDGF integ inh
COC(=O)c1ccc(CNC(=O)Cn2cnc3c(SC)nc(N)nc32)cc1
  -1.3, -2, -5, 2, -1, 2, -1, 8, 1, -4
Cn1nnnc1SCCNCc1ccccc1OCc1ccccc1
  -0.3, -2, 0, 1, -2, 2, -1, 2, -12, -1
CCCCNS(=O)(=O)/C=C/c1ccccc1CNC(=O)OC(C)(C)C
  /, -3, /, /, 4, -2, 1, -7, 5, 3
Cc1nonc1OCCNCc1c(C(=O)N(C)C)nc2ccc(Cl)cn12
  -0.2, 3, 2, -2, 2, 7, 3, 6, -8, -2
O=C(O)CNC1=NCCCCC1
  -0.7, 0, 2, 3, 2, 0, 14, 6, -6, -3
CC1CCN(S(=O)(=O)c2ccc(NC(=O)CCN3C(=O)C4CC=CCC4C3=O)cc2)CC1 (stereo not given)
  0.7, -1, -8, 11, -7, 7, -6, -3, -4, 0
CC(Oc1ccc(F)cc1)C(=O)Nc1cc(S(=O)(=O)N2CCOCC2)ccc1N1CCN(C)CC1 (stereo not given)
  0.9, 4, 1, -8, 1, -6, 3, 6, 3, 0
CC(OC(=O)C1=COCCO1)C(=O)Nc1ccccc1C#N (stereo not given)
  -0.5, -4, -4, 4, -5, -2, -3, 0, 9, -2
Cc1cc(OCC(=O)OCC(=O)NCCN2C(=O)CSC2=O)ccc1Cl
  -1.8, 0, -3, 7, 2, 2, -2, -4, -7, 4
O=C1CCCC(O)=C1N=Nc1c(Cl)cc(C(F)(F)F)cc1Cl
  0.0, 4, 72*, 26*, 0, -2, 89*, 62*, -4, -3

3 structures from above, arranged by SMILES length, ascending:
Second line of a record: PG9 binder, PRMT1 inh, HTRA1 inhibitor, TCR CD3 inh, Rev-erbA mod, rCAG binder, SIAE inh, mABHD4 FP, TDP2 inh, LEDGF integ inh
Cn1nnnc1SCCNCc1ccccc1OCc1ccccc1
  -0.3, -2, 0, 1, -2, 2, -1, 2, -12, -1
O=C1CCCC(O)=C1N=Nc1c(Cl)cc(C(F)(F)F)cc1Cl
  0.0, 4, 72*, 26*, 0, -2, 89*, 62*, -4, -3
CCCCNS(=O)(=O)/C=C/c1ccccc1CNC(=O)OC(C)(C)C
  /, -3, /, /, 4, -2, 1, -7, 5, 3

Next records
Second line of a record: PG9 binder, PRMT1 inh, HTRA1 inhibitor, TCR CD3 inh, Rev-erbA mod, rCAG binder, SIAE inh, mABHD4 FP, TDP2 inh, LEDGF integ inh
Cc1c(NS(=O)(=O)c2ccc(N(C)C3CCCCC3)c([N+](=O)[O-])c2)c(=O)n(-c2ccccc2)n1C
  -0.9, 0, -7, 8, 1, 1, 9, 13, -9, -2
Cc1ccc2[nH]c3c(Cl)ncnc3c2c1
  -1.9, 1, /, 4, 5, 1, -3, 1, 6, -3
Cc1cc(Cl)ccc1OCC(=O)N(Cc1ccco1)c1c(N)n(Cc2ccccc2)c(=O)[nH]c1=O
  -3.8, 0, 6, -5, -1, 3, -4, -1, -2, 3
CCCOc1ccc(C(CC(=O)O)NC(=O)C23CC4CC(CC(C4)C2)C3)cc1 (stereo not given)
  2.9, 2, 1, -2, -3, 10, 2, 0, 11, -2
Cc1ccccc1Cn1c2ccccc2c2cnn(CC(=O)NCCCN3CCN(C)CC3)c(=O)c21
  -2.5, -5, -1, -2, -2, 0, 11, -6, -10, 4
COc1cccc(CN(C)C(=O)CNC(=O)c2ccc3c(c2)OCO3)c1OC
  -2.3, -1, 4, 1, -2, -8, 6, 2, -4, 1
COc1cccc(NC(=O)C(C)Sc2nnc(C3CC3)n2C2CC2)c1 (stereo not given)
  -0.1, -3, -1, -4, 2, 3, 1, -6, -22, 5
CCN(CC(=O)Nc1ccccc1C(=O)NC1CC1)Cc1cccs1
  -0.8, 3, -1, 4, 0, -6, 2, 5, 0, 0
COC(=O)CNC(=O)CN1c2cccc3cccc(c23)S1(=O)=O
  3.3, 9, 2, -1, 1, 7, 1, -10, 6, -2
O=C(N/N=C/c1ccc(O)c(Br)c1)c1cc2c(ccc3ccccc32)o1
  -3.2, -3, -4, -12, -2, -4, 1, -3, -13, 2

(cont.)
Second line of a record: PG9 binder, PRMT1 inh, HTRA1 inhibitor, TCR CD3 inh, Rev-erbA mod, rCAG binder, SIAE inh, mABHD4 FP, TDP2 inh, LEDGF integ inh
O=C(CCN1CCN(c2ccccc2)CC1)NNC(=O)c1ccccc1
  0.8, -3, -1, 1, -1, 2, 2, 1, 10, 5
CN(CC(=O)Nc1ccccc1Cl)C(=O)COC(=O)c1cc(S(=O)(=O)N(C)C)ccc1N1CCCC1
  0.4, 1, -8, -4, 7, 3, -1, 3, -6, -4
C[C@H]1CN([C@@H](C)CO)C(=O)c2cc(Br)cnc2O[C@@H]1CN(C)S(=O)(=O)c1ccccc1
  -0.2, 2, 3, 3, 8, 1, -1, 0, -1, -3
Cn1c(SCC(=O)N2CCN(c3ccccc3)CC2)nnc1-c1ccco1
  1.1, 3, -3, 4, -1, -3, 3, -3, 5, -3
CCOc1ccc(OCc2ccc(C(=O)N3CCCC3)o2)cc1
  0.1, 1, 7, 7, 6, -5, 11, -1, 11, -2
CC1(C(=O)NCc2ccccc2Br)CCN1Cc1ccc(-c2ccccn2)cc1 (stereo not given)
  -2.6, -1, /, -2, 8, 1, 8, -13, 0, 4
COC(=O)c1ccccc1NC(=O)NCc1ccc2c(c1)OCO2
  -0.1, -1, -1, -1, 9, -3, -9, -3, -7, -1
CN(C)/C=N/c1sc2c(c1C#N)CC(C)(C)NC2(C)C
  2.4, -2, 8, 0, -3, 2, -5, 0, -4, -1
CC(=O)c1ccc(OC(C)C)c(CSc2nc(O)cc(=O)[nH]2)c1
  0.4, -2, -6, 7, 0, 7, -1, 2, 1, -3
OCC1(Cc2ccccc2)CCCN(Cc2ccn[nH]2)C1 (stereo not given)
  0.9, -1, 3, 0, -8, -1, -4, -8, 17, 0

Later entries.
Second line of a record: PG9 binder, PRMT1 inh, HTRA1 inhibitor, TCR CD3 inh, Rev-erbA mod, rCAG binder, SIAE inh, mABHD4 FP, TDP2 inh, LEDGF integ inh
CCn1c(SCc2nc3ccccc3[nH]2)nnc1-c1ccncc1
  -1.6, 1, -1, 4, -3, 2, -2, 0, -6, -3
O=C(O)c1cc(O)ccc1NC(=O)C(c1ccccc1)c1ccccc1
  -2.8, -2, -8, 2, -2, 14, 6, -1, -2, 0
CCOC(=O)c1cc2sc(C)cc2n1C(C)C(=O)OCC (stereo not given)
  2.3, 6, -8, -5, 5, -8, 1, 0, -6, -1
Cc1nc2c(=O)n(-c3ccc(F)c(Cl)c3)nc(C)c2s1
  0.6, 1, /, -2, -2, 1, -3, 4, -4, -3
O=C(NCc1ccccc1F)c1cccc(S(=O)(=O)N2CCCCCC2)c1
  -0.2, -2, 1, 1, 2, 3, 2, -2, -12, 1
COc1ccc(C(=O)c2ccc(Cl)c([N+](=O)[O-])c2)cc1
  -0.1, 0, -6, -6, -2, 1, -2, -3, 2, -4
O=C(NCc1ccc(F)cc1)c1cc2ccccn2n1
  0.1, -1, 2, -6, -5, -1, -3, 4, 2, -2
COc1ccc2c(CCNC(=O)Nc3ccccc3)c[nH]c2c1
  -3.1, -2, -1, 3, 6, 5, 4, -8, -12, -1
O=C(NCCO)NC(=S)c1ccccc1
  -1.5, 1, -8, -8, -6, 2, -5, 2, -2, -4
O=C(CCCc1ccccc1)NCc1ccccc1Cl
  0.0, 1, -1, -4, 0, -3, 7, 0, 8, -7

Some of the entries so far, as tab-separated lines:
SMILES	PG9 binder	PRMT1 inh	HTRA1 inhibitor	TCR CD3 inh	Rev-erbA mod	rCAG binder	SIAE inh	mABHD4 FP	TDP2 inh	LEDGF integ inh
Cc1nc2c(=O)n(-c3ccc(F)c(Cl)c3)nc(C)c2s1	0.6	1	/	-2	-2	1	-3	4	-4	-3
O=C(NCc1ccccc1F)c1cccc(S(=O)(=O)N2CCCCCC2)c1	-0.2	-2	1	1	2	3	2	-2	-12	1
COc1ccc(C(=O)c2ccc(Cl)c([N+](=O)[O-])c2)cc1	-0.1	0	-6	-6	-2	1	-2	-3	2	-4

Carrying on:
Second line of a record: PG9 binder, PRMT1 inh, HTRA1 inhibitor, TCR CD3 inh, Rev-erbA mod, rCAG binder, SIAE inh, mABHD4 FP, TDP2 inh, LEDGF integ inh
O=C1/C(=C/c2ccccc2)CN(C(=O)CCN2CCOCC2)C/C1=C\c1ccccc1
  -3.2, -1, -2, 1, 11, -1, -4, 5, 10, -1
CCOc1cc(N2CCOCC2)c(OCC)cc1NC(=O)c1ccc(-n2ccnc2)c([N+](=O)[O-])c1
  -2.9, 1, 6, 5, -8, -6, 1, 1, 7, -1
COCCCN1C(=O)C(CC(=O)NCc2ccco2)CC(C(=O)N2CCOCC2)=C1C (stereo not given)
  -1.3, 5, 1, -2, 0, 0, 2, 3, 6, -2
Cc1ccc(NC(=O)CCC(=O)N/N=C/c2ccccc2O)cc1
  -0.3, 2, -3, -8, -4, -1, 3, -6, 4, -4
CCOc1cc(/C=N/NC(=O)C2CCCC2)ccc1OC(C)C
  -2.6, -4, 0, 1, 0, -6, -2, 1, -8, -1
Cc1nn(-c2ccccc2)c(N)c1N=O
  -7.2, 1, /, -1, 10, 2, -5, 8, 3, -1
COc1ccc(-c2oc3cccnc3c2/C=C/c2ccc(OC)c(OC)c2)cc1
  1.1, 2, -10, 5, -3, 6, -2, 4, 4, 1
O=C(Nc1ccc(N2CCOCC2)cc1)c1cc(-c2ccncc2)nc2ccccc12
  -0.5, 1, 2, 2, 10, 6, 0, 7, 11, 3
O=C(CSc1nc2ccccc2s1)Nc1cc(C(=O)O)cc(C(=O)O)c1
  2.5, 42*, 0, -6, 0, 11, -7, 0, 13, -2

2 records drawn at random from those above:
Second line of a record: PG9 binder, PRMT1 inh, HTRA1 inhibitor, TCR CD3 inh, Rev-erbA mod, rCAG binder, SIAE inh, mABHD4 FP, TDP2 inh, LEDGF integ inh
Cc1nn(-c2ccccc2)c(N)c1N=O
  -7.2, 1, /, -1, 10, 2, -5, 8, 3, -1
COc1ccc(-c2oc3cccnc3c2/C=C/c2ccc(OC)c(OC)c2)cc1
  1.1, 2, -10, 5, -3, 6, -2, 4, 4, 1

Not all compounds are listed. The share of hits here may be higher or lower than overall.
